# b-catenin transl – alters nuclear translocation of beta-catenin in HeLa cells. immunofluorescence imaging. nuclear translocation activity, % at 5 µM. 0.3% of 190,000 active;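 active = nuclear translocation activity above 50% at 5 µM, with a well cell count of 50 or more; inconclusive = wells under 50 cells across six images, flagged as toxic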;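 note: per-cell ratio of nuclear to cytoplasmic median beta-catenin stain intensity; plate controls were DMSO negative control for no effect and GSK-3 inhibitor IX positive control for full effect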
#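 Read-out: Nuclear/cytoplasmic beta-catenin signal ratio, % activation | Assay system: Human HeLa cell line | Times: 24 h compound exposure at 37°C, 5% CO2 | Signal: Fluorescence imaging of beta-catenin antibody stain plus DAPI | Dosing: 5 µM primary, 0.02–20 µM confirmation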
# Myeloid diff MLP – promotes myeloid progenitor differentiation. ER-HoxA9 myeloid progenitors, lysozyme-GFP differentiation, flow cytometry. calls only at 10 µM. 1% of 360,000 active. AID 624256;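 active = normalized GFP-positive differentiation at or above the plate's own cutoff, the solvent-only control mean plus 3 SD; inconclusive = no clear call, values can overlap the other calls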;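 note: cells exposed to compound for four days before flow analysis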
# T cell HTS – T cell immune modulation candidate. 2C CD8+ T cell-vesicle binding, flow cytometry; stronger effect = lower value. calls only at 7 µM. 0.068% of 330,000 active;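 active = response, share of CD8 T cells binding vesicles, and their 90th percentile fluorescence all below set limits, cut at about 80% in these data, passing the limit was not always enough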
#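 System: murine 2C transgenic CD8+ T lymphocytes; also added: QL9-loaded Drosophila micro-vesicles; times: binding 1.5 h at 37 °C; measured by: flow cytometry, PE anti-B7-1 (FL2) versus Alexa647 anti-CD8 (FL8), PFA-fixed; control set: Peptide-free naked vesicles (low) and QL9 vesicles with 0.7% DMSO vehicle (high)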
# Large T inhibition – SV40 large T antigen inhibitors, biochemical (AID 1903). SV40 large T antigen ATPase/helicase inhibition assay; higher % means a stronger effect. one-dose inhibition, % at 20 µM; IC50 in µM for titrated hits. 0.39% of 310,000 active; in the data active = a potency from the dose series; inconclusive = inhibition mostly from about 32% at the one dose, without a potency; inactive = the rest, 99 in 100 with inhibition below about 32%; note: strong numbers were not always called active
# RSV antiviral HEp-2 – inhibition of RSV-induced cytopathic effect – HEp-2 cells, primary 10 µM value included (AID 2391); HEp-2 cells, RSV-induced CPE inhibition; higher % means a stronger effect; CPE inhibition, % at 10 µM; hits with a dose series show IC50 in µM; 0.13% of 310,000 active; in the data active = a potency from the dose series; inconclusive = CPE inhibition mostly from about 23% at the one dose, without a potency; inactive = the rest, 99 in 100 with CPE inhibition below about 21%; note: strong numbers were not always called active
# MgcRacGAP inhibition – MgcRacGAP GTPase-activating activity inhibitors, confirmation, biochemical, ADP Hunter fluorescence; inhibition, % at 30 µM; hits with a dose series show IC50 in µM; 0.6% of 340,000 active; MgcRacGAP-stimulated Rac1 GTP hydrolysis, ADP Hunter fluorescence; higher % means a stronger effect; GST-tagged Rac1 F28L mutant substrate;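 active = first-screen hits whose inhibition reached a set limit at any dose in the follow-up dose series; inconclusive = inhibition above the set first-screen limit but never retested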;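 note: fluorescence reports GDP produced by GAP-driven GTP hydrolysis; strong numbers were not always called active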
# PhoP inhibition – inhibitors of PhoP regulon expression, primary screen, Salmonella Typhimurium, GFP reporter (AID 1863); 0.16% of 300,000 active; one-dose inhibition, % at 50 µM; IC50 in µM for titrated hits; S. Typhimurium PhoP-regulated promoter GFP reporter, 4 h; higher % means a stronger effect;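 active = inhibition over 29.93%, a cutoff 3 SD above the screen mean, later confirmed by dose response; inconclusive = inhibition over 29.93% but no dose response follow-up; inactive = inhibition at most 29.93% or unconfirmed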;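 note: 0% = low Mg2+ inducing control and 100% = high Mg2+ repressing control; strong numbers were not always called active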
# West Nile virus CPE – inhibition of WNV-induced cytopathic effect – cell-based, CPE readout (AID 1621); one-dose CPE inhibition, % at 10 µM; IC50 in µM for titrated hits; 0.02% of 290,000 active; West Nile virus-infected cells, CPE inhibition; higher % means a stronger effect; in the data active = a potency from the dose series; inconclusive = CPE inhibition mostly from about 3.7% at the one dose, without a potency; inactive = the rest, 99 in 100 with CPE inhibition below about 2.2%; note: strong numbers were not always called active
# WT yeast gro inh – growth inhibition of WT yeast, mitochondrial fusion screen | mitochondrial fusion phenotypic screen, WT strain | inhibition, % at 10 µM | 2.1% of 190,000 active; in the data active = inhibition above about 58%; tested in S. cerevisiae
# WT yeast gro inh mutant strain – recorded beside WT yeast gro inh, whose call it bears; inhibition, %; mitochondrial fusion phenotypic screen, mutant strain inhibition
# b-catenin transl cell count 5 µM – also measured in b-catenin transl; calls as there; cell count; measured here: cell count, cytotoxicity flag
# T cell HTS vesicle-bound % – recorded beside T cell HTS, whose call it bears; double positive events, %; measured here: CD8+ vesicle-bound cell fraction;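 binding gate set so that unloaded-vesicle control wells show 10% double positive cells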
# Myeloid diff MLP GFP+ MAC1+ % – also measured in Myeloid diff MLP; calls as there; GFP+ MAC1+ double positive, %; measured here: differentiation confirmed by MAC1 staining
# Numbers without * were called inactive; i = inactive; ? = inconclusive; . = not tested or not shown.
SMILES,b-catenin transl,b-catenin transl cell count 5 µM,Myeloid diff MLP,Myeloid diff MLP GFP+ MAC1+ %,T cell HTS,T cell HTS vesicle-bound %,Large T inhibition,RSV antiviral HEp-2,MgcRacGAP inhibition,PhoP inhibition,West Nile virus CPE,WT yeast gro inh,WT yeast gro inh mutant strain
O=C(CN1C(=O)CNC1=O)Nc1cccc(C(F)(F)F)c1,.,.,i,4.7,i,46,0%,0.3%,11%,-2%,-0.2%,6,10
O=C(O)C1CC(=O)N(Cc2ccc3c(c2)OCO3)C1 (centres undefined),.,.,i,6.5,i,46,11%,-0.3%,7%,-6%,-0.7%,8,4
Cc1cc(C(=O)N/N=C/c2c(C)[nH]n(-c3ccccc3)c2=O)n[nH]1,.,.,.,.,i,43,-2%,3.0%,6%,6%,-0.2%,.,.
Fc1ccc(/C=N/Nc2nccnc2Cl)cc1,.,.,i,0.3,i,35,9%,1.0%,16%,-10%,0.9%,.,.
O=C(c1ccc(Sc2ccc(F)cc2)c([N+](=O)[O-])c1)N1CCOCC1,-1.2,1122,i,0.4,i,31,3%,-1.0%,5%,4%,-0.8%,10,-5
O=C(CSc1nc(-c2ccccc2)cc(=O)[nH]1)Nc1ccccc1F,.,.,i,0.7,i,21,10%,0.3%,3%,3%,-0.1%,.,.
CN1CCN(c2nc(N3CCN(c4ccccc4)CC3)ncc2F)CC1,-0.7,972,i,2.5,i,8,-3%,8.1%,6%,3%,-0.7%,4,-22
COc1cc(C)ccc1OCc1cc(C(=O)N2CCC(c3ccc(F)cc3)C2)no1 (centres undefined),.,.,i,2.6,i,14,5%,5.2%,5%,3%,-0.5%,.,.
O=C(O)CCC(=O)NNC(=O)c1ccc(Br)cc1,-6.6,557,i,0.4,i,47,19%,1.8%,-2%,-14%,-0.6%,-8,12
COc1ccc(-n2c(O)c(/C=N/Nc3nc(C)cc(C)n3)c3ccccc3c2=O)cc1OC,-1.2,1024,i,0.7,i,54,9%,0.6%,9%,-10%,-1.1%,-16,21
COc1cc2c(cc1OC)[C@H](C)N(C(=O)NCc1ccccc1)CC2,.,.,i,0.7,i,42,15%,2.0%,6%,.,-0.1%,.,.
CC(C)(C)C1CCC(OC(=O)c2ccncc2)CC1 (centres undefined),-5.7,1043,i,0.6,i,13,-3%,0.0%,8%,-2%,0.7%,.,.
CCCSC1=C(C#N)C(c2cccnc2)C(C(=O)OCC)=C(c2ccccc2)N1 (centres undefined),1.0,1393,i,1.0,i,55,0%,0.6%,7%,-6%,0.1%,6,-2
O=C(CN1CCN(c2ccc(F)cc2)CC1)NCc1ccc(F)cc1,.,.,i,3.6,i,36,-7%,1.1%,6%,21%,-1.1%,.,.
COc1ccc(CNC(=O)CN(C(=O)c2csnn2)c2cccc(C(C)=O)c2)cc1,.,.,i,0.2,i,22,8%,4.2%,7%,-1%,-0.2%,.,.
Cc1ccc(-c2nc(=S)c3c(n2CC2CCCO2)CC(C)(C)OC3)cc1 (centres undefined),.,.,i,4.8,i,31,7%,3.0%,10%,6%,-0.9%,-9,-16
CC(=O)Nc1ccc(Oc2ccc3nc(C)[nH]c3c2)cc1,1.4,833,i,1.0,i,51,11%,1.4%,-11%,-3%,0.2%,-30,-25
O=C1c2ccccc2NC(c2ccc3c(c2)OCO3)N1O (centres undefined),0.5,1322,i,0.4,i,17,9%,0.8%,13%,7%,-0.1%,-3,12
O=C(Cc1ccccc1)NNC1CC(=O)N(c2ccc(Oc3ccccc3)cc2)C1=O (centres undefined),0.0,1273,i,0.8,i,40,7%,1.5%,8%,-6%,0.7%,.,.
COC(=O)CSc1ncnc2scc(-c3ccccc3)c12,-0.6,1293,i,0.4,i,42,11%,-1.1%,15%,-5%,0.3%,.,.
Nc1nnc(CSCc2ccc(F)cc2)s1,0.8,912,i,8.3,i,32,1%,0.4%,10%,9%,1.4%,10,18
COC(=O)C1=C(CSCc2ccccc2)NC(=O)NC1c1cc(C)ccc1C (centres undefined),.,.,i,15,i,34,-1%,1.6%,4%,13%,-0.1%,-4,-14
O=C(CN1C(=O)CSc2ncccc21)Nc1ccccc1F,.,.,i,1.0,i,30,9%,1.9%,9%,-2%,-0.5%,.,.
COc1cc(C(CCN2CCN(c3ccccc3)CC2)c2c(OC)cc(OC)c3ccc(=O)oc23)cc(OC)c1OC (centres undefined),-0.2,1152,i,1.9,i,52,22%,3.2%,0%,-4%,-0.5%,.,.
CCOc1ccc2nc(N(CCN(C)C)C(=O)/C=C/c3cccs3)sc2c1,.,.,i,3.6,i,37,14%,-1.7%,6%,1%,0.3%,.,.
NS(=O)(=O)c1ccc2nc(NC(=O)CS(=O)(=O)c3ccccc3)sc2c1,.,.,i,4.0,i,38,9%,2.9%,7%,-1%,0.1%,.,.
O=C(NCC1CCCO1)c1cccc(Oc2c(Cl)cccc2[N+](=O)[O-])c1 (centres undefined),.,.,i,0.0,i,8,5%,9.2%,6%,6%,-0.7%,.,.
Cc1cc(Br)ccc1OCC(=O)NC1CCCC1,.,.,i,0.3,i,8,16%,0.3%,5%,0%,-1.3%,.,.
CCCn1c(C2CC(=O)N(c3ccc(C)cc3)C2)nc2ccccc21 (centres undefined),-0.2,1405,i,0.5,i,30,4%,3.1%,8%,5%,-1.0%,3,-3
C=CCNC(=O)c1onc(CSc2ccccc2CC)c1C(=O)O,-1.1,1308,i,0.7,i,16,14%,0.4%,2%,6%,-0.2%,-2,-2
CCCCS(=O)(=O)N1CCCC(C(=O)N2CCOCC2)C1 (centres undefined),.,.,i,0.5,i,59,24%,2.3%,13%,4%,-0.4%,.,.
COc1ccc(S(=O)(=O)N(C)CC(=O)Nc2cccc(C(C)=O)c2)cc1C,2.5,1180,i,7.9,i,12,28%,4.5%,-1%,-5%,-0.5%,9,-13
COCn1cnc(-c2ccccc2)c1-c1ccccc1,.,.,i,0.4,i,29,21%,0.4%,4%,.,.,.,.
CCOCc1c(C(=O)Nc2cc(OCC)c(N3CCOCC3)cc2OCC)oc2ccccc12,-1.0,1089,i,0.3,i,58,9%,0.5%,3%,-5%,0.4%,1,2
O=C(NCCN1CCOCC1)c1ccc2c(c1)N(Cc1ccc(Cl)cc1)C(=O)CS2,.,.,i,0.4,i,22,10%,0.1%,6%,1%,-0.2%,.,.
CC(=O)c1sc(N/N=C\c2ccccc2O)nc1C,1.0,1596,i,0.7,i,54,33%,?,27%,-2%,-1.4%,8,-1

# Compound profiles, as listed above:
# NS(=O)(=O)c1ccc2nc(NC(=O)CS(=O)(=O)c3ccccc3)sc2c1 is entered as b-catenin transl = .; b-catenin transl cell count 5 µM = .; Myeloid diff MLP = i; Myeloid diff MLP GFP+ MAC1+ % = 4.0; T cell HTS = i; T cell HTS vesicle-bound % = 38; Large T inhibition = 9%; RSV antiviral HEp-2 = 2.9%; MgcRacGAP inhibition = 7%; PhoP inhibition = -1%; West Nile virus CPE = 0.1%; WT yeast gro inh = .; WT yeast gro inh mutant strain = .
# COCn1cnc(-c2ccccc2)c1-c1ccccc1 is entered as b-catenin transl = .; b-catenin transl cell count 5 µM = .; Myeloid diff MLP = i; Myeloid diff MLP GFP+ MAC1+ % = 0.4; T cell HTS = i; T cell HTS vesicle-bound % = 29; Large T inhibition = 21%; RSV antiviral HEp-2 = 0.4%; MgcRacGAP inhibition = 4%; PhoP inhibition = .; West Nile virus CPE = .; WT yeast gro inh = .; WT yeast gro inh mutant strain = .
# CCCCS(=O)(=O)N1CCCC(C(=O)N2CCOCC2)C1 (centres undefined) is entered as b-catenin transl = .; b-catenin transl cell count 5 µM = .; Myeloid diff MLP = i; Myeloid diff MLP GFP+ MAC1+ % = 0.5; T cell HTS = i; T cell HTS vesicle-bound % = 59; Large T inhibition = 24%; RSV antiviral HEp-2 = 2.3%; MgcRacGAP inhibition = 13%; PhoP inhibition = 4%; West Nile virus CPE = -0.4%; WT yeast gro inh = .; WT yeast gro inh mutant strain = .

# Some of these compounds in order of the Myeloid diff MLP GFP+ MAC1+ % value, rising:
mol,Myeloid diff MLP GFP+ MAC1+ %
CCOCc1c(C(=O)Nc2cc(OCC)c(N3CCOCC3)cc2OCC)oc2ccccc12,0.3
C=CCNC(=O)c1onc(CSc2ccccc2CC)c1C(=O)O,0.7
CCOc1ccc2nc(N(CCN(C)C)C(=O)/C=C/c3cccs3)sc2c1,3.6

# Remaining list, next part:
SMILES,b-catenin transl,b-catenin transl cell count 5 µM,Myeloid diff MLP,Myeloid diff MLP GFP+ MAC1+ %,T cell HTS,T cell HTS vesicle-bound %,Large T inhibition,RSV antiviral HEp-2,MgcRacGAP inhibition,PhoP inhibition,West Nile virus CPE,WT yeast gro inh,WT yeast gro inh mutant strain
COC(=O)c1c(C)oc(C)c1S(=O)(=O)N(Cc1ccccc1)C(C)C,3.5,919,i,1.1,i,38,5%,4.8%,.,.,-1.3%,.,.
NC(=NC(=O)c1ccccc1)N1CCOCC1,1.8,1317,i,5.3,i,68,-1%,1.8%,11%,-3%,-0.2%,2,-3
COc1ccc(CCNC(=O)CCn2cccc2)cc1OC,-3.4,973,i,0.9,i,28,9%,-1.4%,8%,-8%,0.0%,-5,-9
CCC(C)NC(=O)c1cc2cc3ccc(OC)cc3nc2o1 (centres undefined),.,.,i,0.4,i,30,8%,4.5%,7%,-3%,-0.4%,.,.
COCc1cc(C)nc2sc(C(=O)Nc3ccccc3F)c(N)c12,.,.,i,0.2,i,64,3%,0.3%,11%,-1%,-0.8%,.,.
O=c1ccnc(SCCc2ccccc2)[nH]1,.,.,i,1.0,i,45,-3%,-1.8%,3%,2%,-0.3%,.,.
O=C(N/N=C/C1CCCCC1)c1cc(Cl)ccc1O,.,.,i,1.1,i,55,-2%,0.3%,0%,?,0.4%,34,6

# Screens from PubChem BioAssay.
